High-throughput results: PubChem, several laboratories
proCasp7 act – counter-screen for procaspase-3 activators: activators of human procaspase-7 | P55210 | recombinant procaspase-7, Ac-DEVD-pNA absorbance 405 nm; D23A/D198A/D206A triple mutant, cannot self-cleave; scale: DMSO 0, 5 µM enzyme 100 | activation, % at 8.5 µM | actives 0.093% (n = 330,000);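 active means percent activation above the screen-wide mean plus 3 SD, cut at about 25% in these data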
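System: Uncleavable procaspase-7 mutant enzyme; Amount: 2 µM procaspase-7 mutant as dispensed; Schedule: 1 h compound preincubation, 2 h substrate cleavage, 25 °C; Measured by: 405 nm absorbance of p-nitroaniline; Evaluation: percent activation from buffer-corrected 0–120 min absorbance change; Control set: low DMSO alone, high DMSO plus 5 µM PC-7.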
MEP2-GFP yeast – modulators of TOR pathway MEP2-GFP in S. cerevisiae. actives 0.51% (n = 330,000). GFP response vs DMSO, % at 10 µM. S. cerevisiae MEP2-GFP strain, flow cytometry GFP, 3 h; 100% = DMSO control level;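 active means GFP response versus DMSO above a set limit, roughly screen mean plus 3 SD, cut at about 180% in these data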;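 further: median GFP fluorescence of the barcode-gated MEP2-GFP cells per well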
AHR act – activators of human aryl hydrocarbon receptor. P35869. AHR-responsive luciferase reporter cells, luminescence. activation, % at 5 µM. actives 2.5% (n = 320,000); in the data active means activation above about 47%;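 further: 0% = vehicle wells and 100% = reference agonist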
EBNA-1 inh – blocks EBNA-1 binding to DNA; EBNA-1 DNA binding, fluorescence polarization; inhibition, % at 14.8 µM; actives 0.34% (n = 300,000); AID 1950; in the data active means inhibition above about 28%
proCasp3 act – activates human procaspase-3. P42574. recombinant procaspase-3 D3A, Ac-DEVD-pNA absorbance 405 nm. activation, % at 8.5 µM. actives 0.11% (n = 330,000). AID 463141;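 active means activation above the mean of all tested compounds plus 3 SD, cut at about 21% in these data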;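 further: 0% = DMSO alone and 100% = DMSO wells spiked with extra 5 µM PC-3 D3A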
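Compound: 8.5 µM single point, 0.8% DMSO / Material: Autoprocessing-dead procaspase-3 D3A mutant enzyme / Timing: 1 h preincubation plus 2 h reaction at 25 °C / Medium: Zinc-free HEPES/NaCl buffer with 0.01% Triton X-100 at pH 7.4 / Technique: 405 nm absorbance of p-nitroaniline, reads at 0 and 120 min / Repeats: one well per compound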
RPL19A TOR yeast – yeast TOR pathway RPL19A-GFP modulation; S. cerevisiae RPL19A-GFP strain, flow cytometry, 3 h; hits give low values; percent response vs DMSO, % at 10 µM; actives 0.3% (n = 330,000); AID 2025;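 active means percent response vs DMSO below 50%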;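 further: median channel GFP fluorescence of the barcoded RPL19A-GFP strain; ratio of sample median GFP to plate DMSO average so 100% = DMSO; lower means less RPL19A-GFP as with rapamycin TOR inhibition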
ZTA counter – ZTA (EBV) inhibition in EBNA-1 counter-screen; P03206; ZTA-DNA binding, fluorescence polarization; inhibition, % at 11 µM; actives 0.15% (n = 320,000); AID 2234; in the data active means inhibition above about 33%
LAP4 TOR yeast – alters LAP4-GFP fluorescence in TOR pathway yeast screen. actives 0.34% (n = 320,000). AID 2023. S. cerevisiae LAP4-GFP multiplex, flow cytometry GFP, 3 h; median GFP as percent of DMSO wells. GFP response vs DMSO, % at 10 µM;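 active means GFP response vs DMSO above a set limit, about the screen mean plus 3 SD, cut at about 150% in these data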
Active calls of the source: *; nt = no result given; & = joins results of further samples.

entry	molecule	proCasp7 act	MEP2-GFP yeast	AHR act	EBNA-1 inh
1	O=C(CNC(=O)c1cccs1)N/N=C/c1ccc(Cl)cc1	0	101	10	-5
2	CCN(CC)c1ccc(/C=N/NC(=O)c2ccccn2)cc1	-14	94	26	-2
3	CC(C)c1ccc(OCC(=O)N2CCc3ccccc3C2)cc1	9	99	0	12
4	CCO/C([O-])=N/c1c[n+](N2CCOCC2)no1	-9&15	94&102	3&-3	7&17
5	O=C1CC(c2ccccc2)CN1C(=O)c1cncc(Br)c1 (stereo not given)	-5	100	0	-3
6	O=C(NCCC1=CCCCC1)c1cccc2c1C(=O)N(C1CCCCC1)C2	-13	111	3	7
7	Cc1cc(Cl)ccc1OC(C)C(=O)OCC(=O)Nc1ccc2[nH]c(=O)[nH]c2c1 (stereo not given)	6	107	1	nt
8	CC1=C(C/C=C(\C)CCCC(C)CCCC(C)CCCC(C)C)C(=O)c2ccccc2C1=O (stereo not given)	14	100	6	0

entry	proCasp3 act	RPL19A TOR yeast	ZTA counter	LAP4 TOR yeast
1	2	99	-13	117
2	-15	95	-2	98
3	4	100	13	83
4	-11&13	100&105	-23&23	89&125
5	5	106	-2	92
6	3	109	11	91
7	1	105	-8	100
8	-5	101	7	125

The list continues:
entry	molecule	proCasp7 act	MEP2-GFP yeast	AHR act	EBNA-1 inh
9	CCSc1nc(-c2ccc(OC)cc2)n(-c2nc3ccccc3s2)n1	-3	97	27	4
10	C/C=C1\C(OC2OC(CO)C(O)C(O)C2O)OC=C(C(=O)OC)C1CC(=O)OCC1C(C)C(OC(=O)CC2C(C(=O)OC)=COC(OC3OC(CO)C(O)C(O)C3O)/C2=C\C)CC1C(CO)CO (stereo not given)	5	105	0	4
11	CN1CCN(c2ccc(NC(=O)c3ccc(Cl)cc3Cl)cc2)CC1	3	107	3	4
12	CCN1C(=O)[C@H]2[C@@H](c3ccc(-c4ccc(Cl)c(Cl)c4)c(OC)c3)N3CCCC[C@@]3(C(=O)OC)[C@H]2C1=O	-2	98	2	nt
13	Cc1[nH]c(N=Nc2ccccc2)nc1N=Nc1ccccc1	-18	104	10	9
14	COc1ccccc1N1CCN(CCCNC(=O)Nc2ccccc2C)CC1	4	99	-3	-13
15	CC(=O)N1C(c2ccccc2)CC(=O)OC1c1ccc2c(c1)OCO2 (stereo not given)	4	110	-2	-12
16	Cc1nn(Cc2ccc(C(=O)NN)o2)c(C)c1Cl	1	90	5	4

entry	proCasp3 act	RPL19A TOR yeast	ZTA counter	LAP4 TOR yeast
9	2	100	14	104
10	1	98	21	102
11	4	97	4	81
12	4	95	nt	100
13	-23	91	2	137
14	2	98	-10	101
15	-7	101	-9	102
16	-2	91	6	97

(next part)
entry	molecule	proCasp7 act	MEP2-GFP yeast	AHR act	EBNA-1 inh
17	Cc1ccc2c(c1)Oc1ccc([N+](=O)[O-])cc1C(=O)N2	5	104	88*	6
18	O=C(c1ccc(NC(=O)C(c2ccccc2)c2ccccc2)cc1)c1ccc(C(=O)O)c(C(=O)O)c1	-3	108	1	-5
19	Cc1ccc(NC(=O)CN(C)Cc2cc(=O)n3ccsc3n2)cc1	3	101	5	2
20	Cc1ccc(-c2cc(C(=O)Nc3ccncc3)c3ccccc3n2)cc1	4	105	12	-9
21	COc1cc(Cl)c(C)cc1NC(=O)CSc1nnc(-c2ccccn2)n1Cc1ccco1	9	107	0	3
22	COc1cc(OC)cc(C(=O)N[C@H](C(=O)OCC(=O)N2CCc3ccccc32)C(C)C)c1	3	90	3	-6
23	Cc1cccc(NC(=S)NCCN(C2CCCCC2)C2CCCC2)c1	-10	109	2	-9
24	CC(=O)Nc1nc(-c2ccc(Cl)cc2)nc(C)c1C(C)=O	-12	108	73*	6

entry	proCasp3 act	RPL19A TOR yeast	ZTA counter	LAP4 TOR yeast
17	5	102	10	95
18	12	104	-14	94
19	6	99	-9	94
20	1	103	-23	101
21	6	99	-11	94
22	1	90	10	88
23	-2	92	4	96
24	7	103	6	108

(next part)
entry	molecule	proCasp7 act	MEP2-GFP yeast	AHR act	EBNA-1 inh
25	CCCN1CCCc2ccccc21	7	105	9	-3
26	COc1ccc(CC(=O)NNS(=O)(=O)c2ccccc2)cc1OC	-11	102	3	-10
27	CC(=O)NS(=O)(=O)c1ccc(N=c2ssc3c2-c2cc(C)c(C)cc2NC3(C)C)cc1	2	107	0	7
28	Cc1ccc(N2C(=O)C(Cl)=C(N3CCOCC3)C2=O)cc1Cl	-10	109	2	-8
29	COc1ccc(CCNC(=O)C2CCN(C(=O)c3ccc(Cl)cc3)CC2)cc1OC	4	107	1	5
30	N#CC1=C(N)Oc2cc(O)ccc2C1c1cccs1 (stereo not given)	-4	99	4	-8
31	Cc1ccc(OCc2ccc(C(=O)Nc3ccc(C(N)=O)cc3)o2)c([N+](=O)[O-])c1	5	111	12	-5
32	O=C(Nc1ccc(O)cc1)/C(=C\c1ccncc1)NC(=O)c1ccccc1	3	107	2	1

entry	proCasp3 act	RPL19A TOR yeast	ZTA counter	LAP4 TOR yeast
25	1	99	9	99
26	-8	101	1	108
27	-3	105	22	106
28	-2	102	-10	123
29	7	106	-1	94
30	-6	99	0	100
31	6	109	10	91
32	-6	103	-9	114

The final 6 records of the part before come first, to join the parts.
entry	molecule	proCasp7 act	MEP2-GFP yeast	AHR act	EBNA-1 inh
27	CC(=O)NS(=O)(=O)c1ccc(N=c2ssc3c2-c2cc(C)c(C)cc2NC3(C)C)cc1	2	107	0	7
28	Cc1ccc(N2C(=O)C(Cl)=C(N3CCOCC3)C2=O)cc1Cl	-10	109	2	-8
29	COc1ccc(CCNC(=O)C2CCN(C(=O)c3ccc(Cl)cc3)CC2)cc1OC	4	107	1	5
30	N#CC1=C(N)Oc2cc(O)ccc2C1c1cccs1 (stereo not given)	-4	99	4	-8
31	Cc1ccc(OCc2ccc(C(=O)Nc3ccc(C(N)=O)cc3)o2)c([N+](=O)[O-])c1	5	111	12	-5
32	O=C(Nc1ccc(O)cc1)/C(=C\c1ccncc1)NC(=O)c1ccccc1	3	107	2	1
33	CC1(C)Cc2ccccc2-c2nc(NCCCO)n(-c3ccccc3)c(=O)c21	6	104	-4	4
34	CCCc1cc(C(=O)N2CCCC(Nc3ccc(C)c(C)c3)C2)n(C)n1 (stereo not given)	-2	105	11	5
35	COC(=O)c1nc(NC(C)=O)n[nH]1	0	107	1	-8
36	COc1ccc(-c2[nH]ncc2/C=N/NC(=O)c2cccc([N+](=O)[O-])c2)cc1OC	-8	101	27	-4
37	O=C(CCN1C(=O)/C(=C\c2ccccc2)SC1=S)NCCCN1CCOCC1	-31	108	1	-1
38	COc1ccc(Nc2ncnc3sccc23)cc1	-8	97	10	-1
39	N#Cc1ccccc1NC(=O)CN1C(=O)NC(Cc2c[nH]c3ccccc23)C1=O (stereo not given)	-6	92	78*	nt
40	CCOc1ccc(N(CC(=O)NCC2CCCO2)S(=O)(=O)c2ccc(SC)cc2)cc1 (stereo not given)	-10	96	1	5

entry	proCasp3 act	RPL19A TOR yeast	ZTA counter	LAP4 TOR yeast
27	-3	105	22	106
28	-2	102	-10	123
29	7	106	-1	94
30	-6	99	0	100
31	6	109	10	91
32	-6	103	-9	114
33	-1	98	-1	111
34	-2	113	6	104
35	1	108	12	108
36	3	102	-6	86
37	-15	95	-2	98
38	4	96	3	96
39	-1	95	-8	96
40	1	96	-15	96

Down the list, from the results shown.
Compounds 35–39 in proCasp7 act read 0, -8, -31, -8, -6
Compounds 35–39 in proCasp3 act read 1, 3, -15, 4, -1
Compounds 35–39 in ZTA counter read 12, -6, -2, 3, -8

(continued)
entry	molecule	proCasp7 act	MEP2-GFP yeast	AHR act	EBNA-1 inh
41	O=C(CP(=O)(c1ccccc1)c1ccccc1)Nc1nc2ccc(Cl)cc2s1	0	95	5	-2
42	S=c1[nH]nc(CNc2ccc(Cl)cc2)n1Cc1ccccc1	-30	93	-1	7
43	COc1ccc(S(=O)(=O)N2CCC(C(=O)NCCCn3ccnc3)CC2)cc1C	5	101	5	7
44	CC(C)C1CCC(C(=O)N[C@H](Cc2ccccc2)C(=O)O)CC1 (stereo not given in full)	4	95	1	-5
45	Clc1ccc(C(c2ccccc2Cl)C(Cl)Cl)cc1 (stereo not given)	-4	94	5	0
46	COc1ccccc1/C=C/C1(C(=O)NC2CCCC2)CC(=O)N1c1ccccc1 (stereo not given)	1	108	4	2
47	CC(OC(=O)/C(C#N)=C/c1ccco1)C(=O)N(C)c1ccccc1 (stereo not given)	-2	95	2	nt
48	Cn1cc(S(=O)(=O)N2CCCC2)cc1C(=O)NCc1ccccc1	3	97	1	4

entry	proCasp3 act	RPL19A TOR yeast	ZTA counter	LAP4 TOR yeast
41	2	98	5	109
42	-9	93	1	100
43	7	101	1	96
44	11	94	-7	102
45	-3	96	6	99
46	-5	113	-14	107
47	-1	92	nt	98
48	-3	111	16	102

Other structures follow:
entry	molecule	proCasp7 act	MEP2-GFP yeast	AHR act	EBNA-1 inh
49	COc1cc(/C=C(/C#N)C(=O)NCCCc2ccccc2)ccc1OCC(=O)O	0	98	0	3
50	CC(C)(C)c1ccc(OCCON2C(=O)CCC2=O)c(Cl)c1	7	99	-4	3
51	CCCc1nc2c(C)cc(C)cc2c(N)c1CC	8	101	47*	4
52	Cc1ccc([C@H]2C(C(=O)O)=CC[C@@H](c3ccc(C(C)C)cc3)N2S(=O)(=O)c2ccc(C)cc2)cc1	-4	87	1	nt
53	COCCn1c(SCc2nc3ccccc3s2)nc2ccccc21	-2	109	31	-2
54	CC1CC(C)CN(C(=O)COc2cccnc2[N+](=O)[O-])C1 (stereo not given)	0	96	0	nt
55	CCSc1nc2sc3c(c2c(=O)[nH]1)CCCC3	14	98	6	9
56	CCOC(=O)N1CCN(C(=O)c2cccc(NC(=O)c3ccco3)c2)CC1	14	92	3	6

entry	proCasp3 act	RPL19A TOR yeast	ZTA counter	LAP4 TOR yeast
49	-10	98	11	96
50	0	93	-9	94
51	0	98	-15	96
52	7	87	nt	82
53	-5	103	-2	112
54	4	96	nt	92
55	0	101	-3	111
56	-10	95	2	103

Two records picked at random from those above:
entry	molecule	proCasp7 act	MEP2-GFP yeast	AHR act	EBNA-1 inh
51	CCCc1nc2c(C)cc(C)cc2c(N)c1CC	8	101	47*	4
52	Cc1ccc([C@H]2C(C(=O)O)=CC[C@@H](c3ccc(C(C)C)cc3)N2S(=O)(=O)c2ccc(C)cc2)cc1	-4	87	1	nt

entry	proCasp3 act	RPL19A TOR yeast	ZTA counter	LAP4 TOR yeast
51	0	98	-15	96
52	7	87	nt	82

The list goes on.
entry	molecule	proCasp7 act	MEP2-GFP yeast	AHR act	EBNA-1 inh
57	Cc1ccc(C)c(NC(=O)CSc2nnc(-c3ccccc3)o2)c1	0	97	6	-2
58	CC(C)(C)c1ccc(-n2ncc3c2CCCC3NC(=O)c2cnccn2)cc1 (stereo not given)	0	98	12	-12
59	COc1ccc([C@@H]2[C@@H](C(=O)C(C)(C)C)N3N=Cc4ccccc4[C@@H]3C23C(=O)OC(C)(C)OC3=O)cc1OC	-9	92	2	-4
60	O=C(COC(=O)c1ccc(Cl)nc1)Nc1cccc(S(=O)(=O)N2CCCCC2)c1	4	95	0	nt

entry	proCasp3 act	RPL19A TOR yeast	ZTA counter	LAP4 TOR yeast
57	3	100	1	112
58	3	99	-7	91
59	-12	98	-6	105
60	8	94	-23	91
